Screens deposited in PubChem by National Center for Advancing Translational Sciences (NCATS).
KCNH2 3.1 block: KCNH2 3.1 (human) potassium channel inhibition; activity change, % (tested at about 1.8 µM); U2OS KCNH2 3.1, thallium flux FluxOr; hits give low values; actives 0.95% (n = 340,000);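 active = maximum activity change below -70%; inconclusive = maximum activity change from -70% to -50%; inactive = maximum activity change above -50%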;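 also: thallium influx rate constant from kinetic fluorescence after stimulation buffer; % is scaled to controls: 0 for no effect and ±100 for the full control effect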
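FluxOr-based Tl+ influx in U2OS cells transduced with KCNH2 3.1 virus; rate constants normalized to DMSO controls.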
TCR activator: activates T cell receptor signaling. primary human leukocytes, anti-CD3, IL-2 HTRF, 48 h. AID 504894. Potency, µM (titrated, usually from 9.22 µM), for inactives: at the highest dose activation of IL-2 secretion, usual class: activators. 330,000 tested, under 10 active; also: % of control where 0% means no effect
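Primary human leukocytes incubated 48 hr with anti-CD3 beads plus compound, without co-stimulation. Secreted IL-2 measured by HTRF (europium cryptate/d2 anti-IL-2 pair, 320 nm excitation, 665 nm emission).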
Mito fusion yeast: mitochondrial division inhibition or fusion activation. actives 0.23% (n = 320,000). AID 485298. Potency, µM (doses to about 46.1 µM), without a hit: top-dose growth rescue (activation), most hits filed as activators. S. cerevisiae fusion-defective mutant growth rescue, CellTiterGlo 48 h;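 also: potency is read from the fitted curve at half-maximal effect; % of control where 0% means no effect; nearly all actives have a fitted effect of over 45% in size; temperature-sensitive fusion mutants such as fzo1-1 at 37 °C on non-fermentable ethanol glycerol medium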
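Read-out: ATP-based luminescence (CellTiterGlo, 10 min ambient) reporting growth of fusion-defective ts yeast after 48 hours at 37C on glycerol/ethanol YPEG medium in the presence of compound.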
TRPV1 agonist: activates the human vanilloid receptor TRPV1; Q8NER1; actives 0.19% (n = 320,000); TRPV1-expressing cells, Fluo-8 calcium influx, agonist mode; activation, % at 8.33 µM; in the data active = activation above about 80%; inconclusive = between about 30% and that limit; also: 0% is about no effect
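Cells expressing TRPV1 were dye-loaded with Fluo-8 and read kinetically: 10 s baseline, 3 min after compound (agonist portion), then 2 min after EC20 capsaicin (allosteric enhancer portion). Calcium-bound dye fluorescence at 480/520 nm.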
Eya2 phos inh: Eya2 (human) phosphatase inhibition; O00167; recombinant Eya2, OMFP fluorescence dephosphorylation (OMFP is methylfluorescein phosphate); Potency, µM (titrated, usually from 76.9 µM), without a hit: at the highest dose activity, negative = inhibition, hits mostly inhibitors; actives 0.006% (n = 330,000); also: potency is read from the fitted curve at half-maximal effect; % is scaled to controls: 0 for no effect and ±100 for the full control effect
Target sequence (O00167 whole entry, looked up): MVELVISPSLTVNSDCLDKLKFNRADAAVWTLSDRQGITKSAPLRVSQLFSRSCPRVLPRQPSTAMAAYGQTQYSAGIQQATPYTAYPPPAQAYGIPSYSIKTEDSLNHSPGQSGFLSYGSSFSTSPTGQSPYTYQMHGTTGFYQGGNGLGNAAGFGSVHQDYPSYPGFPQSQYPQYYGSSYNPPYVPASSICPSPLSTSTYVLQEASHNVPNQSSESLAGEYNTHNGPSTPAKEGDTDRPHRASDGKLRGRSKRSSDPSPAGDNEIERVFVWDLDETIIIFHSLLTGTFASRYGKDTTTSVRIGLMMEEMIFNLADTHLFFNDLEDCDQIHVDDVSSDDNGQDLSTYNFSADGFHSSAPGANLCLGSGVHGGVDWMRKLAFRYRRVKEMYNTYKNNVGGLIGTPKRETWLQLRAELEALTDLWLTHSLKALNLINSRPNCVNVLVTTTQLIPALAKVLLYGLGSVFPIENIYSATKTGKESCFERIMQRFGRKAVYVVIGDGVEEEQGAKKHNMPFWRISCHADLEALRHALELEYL
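Eya2 protein (added as 0.2 uM solution) was preincubated with compound for 10 min at ambient temperature in 50 mM HEPES pH 7.5, 50 mM NaCl, 5 uM MgCl2, 0.05% BSA, 1 mM DTT. OMFP (added at 50 uM) then reacted 10 min; fluorescence read at 485/525 nm.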
TSHR antagonist: human thyrotropin receptor antagonism; P16473; TSHR-expressing cells, TSH-stimulated cAMP HTRF, 2 h; hits give low values; activity change, negative = inhibition, % at 11.5 µM; actives 0.2% (n = 330,000);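 active = activity change below a set negative limit, meaning inhibition stronger than a set level, cut at about -70% in these data; inconclusive = activity change between two set negative limits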; also: % is scaled to controls: 0 for no effect and ±100 for the full control effect
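TSHR-expressing cells, 200/well, pre-treated with compound, then stimulated with EC80 TSH (4nM final) for 2 hours at 37 deg C. cAMP measured by competitive HTRF: anti-cAMP cryptate antibody in lysis buffer plus cAMP-d2, read after 30 minutes at room temperature.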
ELG1 DNA repair: blocks ELG1-dependent DNA repair in HEK293T cells | HEK293T ELG1-luciferase reporter, luminescence, 16 h; DNA damage induced by 5-fluorouridine | Potency, µM (doses to about 46.1 µM), without a hit: top-dose activity change, negative = inhibition, usual class: inhibitors | actives 2.3% (n = 330,000); also: potency is read from the fitted curve at half-maximal effect; % is scaled to controls: 0 for no effect and ±100 for the full control effect; nearly all actives have a fitted effect of over 55% in size
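HEK293T cells expressing luciferase-tagged ELG1 (2,000/well) received 5-Fluorouridine plus compound or DMSO for 16 hr at 37 °C. Luciferase was read by ONE-Glo luminescence after 30 min at room temperature.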
A-T KAP1 phos: potential ataxia-telangiectasia treatments restoring KAP-1 phosphorylation. actives 0.19% (n = 320,000). Potency, µM (series often up to 57.5 µM), for inactives: at the top dose activation, actives largely listed as activators. AID 485349. […] A-T fibroblasts, KAP-1 phosphorylation AlphaLISA; neocarzinostatin DNA damage 30 min before lysis; also: potency is read from the fitted curve at half-maximal effect; % of control where 0% means no effect; nearly all actives have a fitted effect of over 45% in size
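hTERT-immortalized A-T patient fibroblasts ([…]), 500 cells/well in OPTI-MEM, 1% FBS, got compounds for 60 min, then NCS for 30 min at 37C. Lysates were then assayed for phospho-KAP-1 by AlphaLISA (anti-pKAP1 donor, anti-KAP1 acceptor beads), 6 hr at 25C.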
KCNH2 WT inh: blocks the wildtype human KCNH2 potassium channel. Q12809. U2OS, BacMam KCNH2, thallium flux FluxOr; hits give low values. activity change, % at 1.84 µM. actives 0.37% (n = 340,000);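 active = maximum activity change below -70%; inconclusive = maximum activity change between -70% and -50%; inactive = maximum activity change above -50%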; also: % is scaled to controls: 0 for no effect and ±100 for the full control effect
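U2OS cells were transduced with wild-type KCNH2 virus (2.03 x 10^8 / mL) for 4 h at room temperature, then cultured overnight at 37 C. Thallium flux was read with FluxOr dye. Rate constants were normalized to DMSO controls.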
USP2a inh: inhibitors of human ubiquitin-specific protease USP2a; Potency, µM (highest dose often 38.3 µM), inactives show at the highest dose activity change, negative = inhibition, most hits filed as inhibitors; O75604; AID 463254; USP2 core, Ub-CHOP2 coupled fluorogenic reporter, 485/531; actives 0.01% (n = 330,000);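 also: potency is read from the fitted curve at half-maximal effect; plate controls were DMSO wells for no effect and full inhibition by NEM control for full effect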
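Cell-free coupled assay: 10nM USP2 core preincubated 30min RT with compound in Tris-HCl pH 8.0/CaCl2/CHAPS buffer, then 25nM Ub-CHOP2 and 25nM reporter substrate; fluorescence (Ex 485/Em 531) read after 60min RT, normalized to NEM inhibition, concentration-response curves fitted.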
Starred values were filed as active, the others as inactive; i = inactive; ? = inconclusive; nt = no result given; [ ] = another dose, or the depositor's remark. Unless noted, calls follow the shape of the dose curve; as a rule, active = well fitted curve in the direction sought with a large enough effect; inconclusive = small, poorly fitted or top-dose-only effect, or another doubt; inactive = no such curve, though single readings can be large; an effect the other way counts as inactive or inconclusive. Some of the compounds tested; the hit share may differ from the screen's.

SMILES	KCNH2 3.1 block	TCR activator	Mito fusion yeast	TRPV1 agonist	Eya2 phos inh	TSHR antagonist	ELG1 DNA repair	A-T KAP1 phos	KCNH2 WT inh	USP2a inh
COc1ccc(N2CCN(c3ccc([N+](=O)[O-])cc3Cl)CC2)cc1	0	-1%[46.1 µM]	-3%	1	1%	-2	-3%	1%	-17	3%
CCOC(=O)c1sc(=NC(=O)c2ccc(OC)c(OC)c2)n(C)c1C	26	nt	1%	1	19%	10	?	1%	0	-1%
COc1ccc(C(CNC(=O)c2ccc(Cl)c(NC(=O)c3cccs3)c2)N2CCCC2)cc1 (stereo not drawn)	-5	-2%	7%	3	1%	-6	0%	-5%	21	0%
c1ccc2c(c1)nc1n2CCN1	5	1%[46.1 µM]	1%	1	0%	0	8%	-1%	9	3%
COc1ccc(/C=C/C(=O)Nc2ccc(-n3nncc3-c3ccccc3)cc2)cc1OC	10	-3%[46.1 µM]	0%	-3	6%	-6	15µM*	5%	18	4%
Cc1cc(F)ccc1NCc1ccc([N+](=O)[O-])cc1	-5	5%	1%	-3	4%	-1	8%	-2%	0	-1%
Cc1cccc(NC(=O)CN(C)C(=O)C2CCCC2)c1C	-4	2%	0%	0	16%	13	10%	-7%	-2	-8%
O=C(Nc1ccc(C(F)(F)F)cc1)c1ccc(NC(=O)C2CCCO2)cc1 (stereo not drawn)	-17	7%	-11%	6	-1%	-19	?	3%	3	-1%
CN(Cc1ccccc1)S(=O)(=O)c1nnc(NC(=O)c2ccccc2F)s1	-1	-1%	?	-1	-5%	-18	11%	8%	-16	1%
Cc1ccc(Oc2nc(CN3CCOCC3)nc3sc4c(c23)CCC(C)C4)cc1 (stereo not drawn)	-17	5%[46.1 µM]	?	?	-23%	-3	26µM*	5%	5	1%
CC1(C)CC(C)(O)N(Cc2ccccc2)C(=S)N1 (stereo not drawn)	8	-5%[46.1 µM]	-6%	-1	-11%	8	5%	-2%	-2	2%
Cc1cc(C(=O)CN2C(=O)NC(CC(C)C)C2=O)c(C)n1-c1ccccc1F (stereo not drawn)	14	-7%	3%	?	-3%	0	?	0%	0	2%
CC(CNC(=O)CN1C(=O)NC2(CCCCC2)C1=O)c1ccccc1 (stereo not drawn)	-10	-3%	-4%	5	17%	5	3%	4%	-16	0%
Cc1[nH]c2ccccc2c1C(=O)CSc1nc2cc(S(=O)(=O)N3CCCCC3)ccc2o1	-8	nt	4%	-1	5%	-11	15µM*	-3%	1	6%
CCc1ccc(NC(=O)CSc2nc3ccccc3c(=O)n2CCCC(=O)NCCCN2CCOCC2)cc1	-41	-6%	21%	-11	-8%	2	-16%	1%	1	0%
O=C(CC(C(=O)O)c1ccc(F)cc1)c1ccc(Cl)cc1 (stereo not drawn)	3	5%	8%	0	4%	-4	6%	0%	-9	5%
CCCCOC(=O)n1c(=O)oc2ccc(S(=O)(=O)N3CCCCC3)cc21	13	11%	0%	8	-15%	0	0%	2%	-8	2%
COc1ccc(S(=O)(=O)Nc2ccccn2)cc1OC	15	12%	-3%	-3	-18%	4	6%	-5%	8	2%
COc1cc(NC(=O)CCCl)cc(-n2cnnn2)c1	1	-3%	-4%	-1	3%	8	14%	-6%	0	1%
Fc1ccc(COc2cccc(-c3n[nH]c(=S)o3)c2)cc1	22	7%	19%	-5	2%	-4	?	-13%	nt	6%
CCSCc1nnc(SCC(=O)Nc2cc(F)ccc2C)n1C	3	-1%	-1%	1	-2%	-1	-6%	0%	6	1%
O=C1NC(=O)/C(=C/c2ccccc2Cl)N1	-13	1%	-4%	-3	-3%	-2	5%	2%	-2	-5%
COc1ncccc1C(=O)NC1CCCc2c1cnn2-c1ccc(C)c(C)c1 (stereo not drawn)	2	-6%	5%	15	1%	-5	?	9%	-5	-1%
COc1ccc2oc(=Nc3ccc(C(=O)O)cc3)c(C(=O)NCc3ccco3)cc2c1	6	5%	15%	1	-2%	-9	-10%	-1%	nt	2%
COc1cccc(C2=NNC(=NCc3ccccc3)SC2)c1	-31	2%	-6%	3	5%	-3	15%	-7%	3	-1%
Cc1ccc(-c2nc(C=Nc3cccc(C)c3)c(O)o2)cc1	-48	4%	5%	?	7%	-12	4%	-4%	-7	1%
COc1cc(OC)c(OC)cc1CN1CCSCC1	-2	nt	0%	-2	-15%	-12	9%	1%	0	2%
O=C(Nc1ccccc1-c1ccccc1)c1ccccc1[N+](=O)[O-]	-7	-2%	2%	-1	-28%	22	16%	-5%	-3	-1%
NS(=O)(=O)c1ccc(NC(=O)C2COc3ccccc3O2)cc1 (stereo not drawn)	-4	-8%	-4%	?	-13%	4	1%	3%	5	2%
COc1ccc(S(=O)(=O)N(C)C[C@H]2Oc3c(NC(=O)Nc4ccc(C(F)(F)F)cc4)cccc3C(=O)N([C@H](C)CO)C[C@@H]2C)cc1	-28	1%	nt	nt	9%	-19	?	-1%	9	1%
CC(SCc1ccccc1)C(=O)Nc1ccc(F)cc1 (stereo not drawn)	2	0%	9%	29	-1%	-7	-7%	3%	5	-1%
CC1=CN2C(=N)/C(=C/c3ccc(Sc4ccc(Cl)cc4)o3)C(=O)N=C2S1	-1	-3%[46.1 µM]	0%	11	0%	-11	1%	-4%	12	0%
S=C1SCN(Cc2cccnc2)CN1Cc1cccnc1	4	5%	5%	-3	4%	0	23µM*	3%	-7	0%
COc1ccc([C@@H]2[C@@H]3C(=O)N(C(C)(C)C)C(=O)[C@@H]3[C@]3(Cc4ccccc4)C(=O)N(c4ccc(C(F)(F)F)cc4)C(=O)N23)cc1	-8	-7%	1%	3	-22%	9	4%	-5%	-12	-4%
CCCn1nc(C(=O)Nc2nc3ccccc3[nH]2)c2ccccc2c1=O	nt	-6%[46.1 µM]	14%	?	-3%	-5	?	-2%	-10	2%
Cc1ccc2[nH]c(=O)cc(C(=O)OC(C)C)c2c1	-10	-9%	-2%	?	0%	4	12%	-3%	i	0%
O=C(COc1ccc(Cl)cc1Cl)NC1CCSC1=O (stereo not drawn)	2	2%	-1%	6	1%	-2	?	4%	-5	-1%
O=C(CNc1ccc(Cl)cc1)NNC(=S)NCc1ccccc1	9	2%	5%	1	-8%	4	-2%	-1%	1	9%
CCN(CC)CCCOC(=O)C(c1ccccc1)c1ccccc1	-4	-2%	22%	-2	16%	8	12%	2%	15	7%
Cc1ccc(/C=N/NC(=S)NC2CCS(=O)(=O)C2)cc1 (stereo not drawn)	20	3%	-13%	-5	-9%	1	-3%	-1%	7	-1%
CC(=O)c1ccc(OC(C)C(=O)OCC(=O)NCCc2ccccc2)cc1 (stereo not drawn)	-3	2%	-2%	2	27%	10	11%	8%	2	3%
CCOC(=O)c1sc2nc(C(C)C)c3c(c2c1N)CC(C)(C)OC3	0	-1%	-2%	-5	10%	25	13%	nt	9	0%
COc1ccc(CNC(=O)OCCN2CCN(S(=O)(=O)c3ccc(C)cc3)CCC2=O)cc1	-1	4%	0%	-5	-2%	39	-2%	nt	-10	-1%
Cc1ccc(S(=O)(=O)CCC(=O)OCC(=O)Nc2ccc(N3CCOCC3)cc2)cc1	0	-1%	0%	3	-4%	2	12%	-2%	-2	3%
CC(=O)Nc1ccc(NC(=O)C(C)Sc2nnc(C3CC3)n2-c2ccccc2)cc1 (stereo not drawn)	6	1%	-3%	-1	3%	15	7%	-11%	2	1%
O=C(NCC1CCCO1)C1CCN(C2CCN(C(=O)CC3CCCC3)CC2)CC1 (stereo not drawn)	3	8%	-17%	-4	6%	11	29%	4%	2	1%
COc1cc(C(=O)NCc2nnc(SCC(=O)N3CCCC3)o2)cc(OC)c1OC	6	-3%	2%	-3	1%	55	?	10%	1	-2%

Among those listed so far, 3 have a nitro group on carbon.
SMILES	KCNH2 3.1 block	TCR activator	Mito fusion yeast	TRPV1 agonist	Eya2 phos inh	TSHR antagonist	ELG1 DNA repair	A-T KAP1 phos	KCNH2 WT inh	USP2a inh
COc1ccc(N2CCN(c3ccc([N+](=O)[O-])cc3Cl)CC2)cc1	0	-1%[46.1 µM]	-3%	1	1%	-2	-3%	1%	-17	3%
Cc1cc(F)ccc1NCc1ccc([N+](=O)[O-])cc1	-5	5%	1%	-3	4%	-1	8%	-2%	0	-1%
O=C(Nc1ccccc1-c1ccccc1)c1ccccc1[N+](=O)[O-]	-7	-2%	2%	-1	-28%	22	16%	-5%	-3	-1%
